HepG2 viability: HepG2 cytotoxicity, counter-screen for TGF-b inhibitors. HepG2 CAGA-GFP viability, ATP luminescence, 18 h. Potency, µM (highest dose often 46.1 µM), inactives show top-dose activity change, negative = cytotoxicity, hits mostly cytotoxic. actives 0.76% (n = 410,000); also: potency is read from the fitted curve at half-maximal effect; some results filed as inactive show a strong effect at the top dose
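HepG2 CAGA-GFP cells (1000/well, DMEM with 1% FBS) received compound, then TGF-beta at 500 pg/mL final, and were incubated 18 hours at 37 degrees C. Viability was read by CellTiter-Glo luminescence. Media-only wells were set as complete cell-killing and DMSO as no toxicity.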
IL-1B inflam inh: inhibitors of inflammasome signaling (IL-1 beta secretion) | THP-1 LPS/ATP IL-1B secretion, AlphaLISA, 16 h; hits give low values | activity change, % at 57.5 µM | actives 4.7% (n = 360,000) | AID 743279; in the data active = activity change below about -50%; inconclusive = mostly about -30% to -49%; also: % is scaled to controls: 0 for no effect and ±100 for the full control effect
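Secreted IL-1B measured by AlphaLISA bead assay after 16 h compound exposure of THP-1 cells; compounds (final up to 57.5 uM) added 1 h before LPS (250 ng/mL) and ATP (1.25 mM) stimulation; lower signal means less secretion.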
HT1080-NT tox: kills 2HG-producing HT-1080-NT fibrosarcoma cells; AID 686970; HT-1080-NT fibrosarcoma viability, CellTiter-Glo ATP luminescence, 48 h; Potency, µM (highest dose often 46.1 µM), for the others: at the highest dose activity, negative = less viability, hits mostly cytotoxic; actives 1.6% (n = 360,000);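 also: NT is the 2HG producing partner of a matched IDH1 knockdown line; potency is read from the fitted curve at half-maximal effect; 0% = DMSO-treated cells and -100% = media-only wells without cells; nearly all actives have a fitted effect of over 55% in size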
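A 48-hour cytotoxicity screen used HT-1080-NT cells plated 2 hours before compound delivery. ATP-based CellTiter-Glo luminescence measured viability, normalized to DMSO and no-cell controls.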
HT1080 IDH1KD tx: HT-1080 IDH1 knockdown cell toxicity (counter line) | actives 2% (n = 360,000) | HT-1080 IDH1 knockdown viability, ATP luminescence, 48 h | Potency, µM (series often up to 46.1 µM), for the others: at the highest dose activity, negative = toxicity, actives largely listed as cytotoxic;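 also: potency is read from the fitted curve at half-maximal effect; 0% = DMSO wells and -100% = cell-free medium wells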
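Viability of IDH1-knockdown HT-1080 fibrosarcoma cells was assessed by CellTiter-Glo after 48 h at 37 °C with titrated compound; concentration-effect curves were classified by fit quality and response size.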
MCF10A rerep: inducers of DNA re-replication in MCF 10A breast cells; Potency, µM (top dose mostly 46.1 µM), inactives show at the top dose activity, positive = re-replication, most hits filed as activators; MCF 10A DNA re-replication, Hoechst nuclear intensity, 48 h; actives 2.9% (n = 350,000); also: potency is read from the fitted curve at half-maximal effect; % of control where 0% means no effect; nearly all actives have a fitted effect of over 50% in size
SW480 rerep: induces DNA re-replication in SW480 colon adenocarcinoma cells; SW480 DNA re-replication, Hoechst DNA content imaging, 48 h; Potency, µM (highest dose often 46.1 µM), for inactives: top-dose re-replication activation, hits mostly activators; actives 1.8% (n = 340,000); also: potency is read from the fitted curve at half-maximal effect; % of control where 0% means no effect; nearly all actives have a fitted effect of over 55% in size
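Per well, 250 cells were exposed to pinned compound for 48 hr. Nuclear DNA was visualised with Hoechst (40 min, 37 C) and total object intensity recorded by fluorescence scanning.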
ATXN2 expr inh: inhibitors of ATXN2 expression. Potency, µM (doses to about 57 µM), for inactives: at the top dose activity change, negative = inhibition, hits mostly inhibitors. actives 0.72% (n = 360,000). HEK-293 ATXN2-luciferase reporter, luminescence, 24 h; also: potency is read from the fitted curve at half-maximal effect; % is scaled to controls: 0 for no effect and ±100 for the full control effect; nearly all actives have a fitted effect of over 55% in size
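qHTS (up to 57 uM final) was run with 24 h compound exposure of reporter cells at 37 °C. Each well was multiplexed: SteadyGlo luminescence measured ATXN2-luciferase expression after a fluorogenic Gly-Phe-AFC viability readout (25 uM final).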
S2 tox: viability counter-screen for ATXN expression inhibitors; actives 0.49% (n = 400,000); S2 cells (HEK-293 line with an ATXN2-luciferase reporter) viability, CellTiter-Fluor protease fluorescence, 24 h; Potency, µM (titrated, usually from 56.7 µM), most hits filed as cytotoxic; also: potency is read from the fitted curve at half-maximal effect; nearly all actives have a fitted effect of over 40% in size
KB-3-1 tox: KB-3-1 parental cell cytotoxicity. KB-3-1 viability, CellTiter-Glo ATP luminescence, 72 h. Potency, µM (doses to about 46.1 µM), for inactives: at the highest dose activity change, negative = cytotoxic, usual class: cytotoxic. actives 1.4% (n = 400,000). AID 1347075; also: potency is read from the fitted curve at half-maximal effect; % is scaled to controls: 0 for no effect and ±100 for the full control effect; nearly all actives have a fitted effect of over 60% in size
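Parental KB-3-1 adenocarcinoma cells in phenol-red-free DMEM with 10% FBS were pin-treated with compounds at several concentrations, incubated 72 h at 37 °C, and viability read by CellTiter-Glo luminescence; concentration-effect curves were fitted after normalization.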
Active calls of the source: *; i = inactive; ? = inconclusive; . = not tested or not shown; [ ] = dose if it differs, or a comment. Unless noted, calls follow the shape of the dose curve; as a rule, active = well fitted curve in the direction sought with a large enough effect; inconclusive = small, poorly fitted or top-dose-only effect, or another doubt; inactive = no such curve, though single readings can be large; an effect the other way counts as inactive or inconclusive.

SMILES	HepG2 viability	IL-1B inflam inh	HT1080-NT tox	HT1080 IDH1KD tx	MCF10A rerep	SW480 rerep	ATXN2 expr inh	S2 tox	KB-3-1 tox
CC(NC(=O)/C(C#N)=C1\N=C(NC(=O)c2ccco2)c2ccccc21)c1ccccc1 (configuration not stated)	1%	20	0%	-6%	9%	-4%	-14%	i	-3%
O=C(NCc1ccco1)c1sc2ccccc2c1Cl	11%	-12	13%	12%	-2%	1%[9.22 µM]	42%[activator]	i	24%
NC(=S)NNC(=O)c1cccc(Cl)c1	-2%	.	9%	3%	-4%	-11%	21%	i	-7%
COc1ccccc1-n1cnnc1SCC(=O)Nc1nc(C)c(Cl)cc1Cl	1%	-7	19%	13%	1%	-4%	1%	i	12%
CC(=O)Nc1nonc1NC(=O)CSC1=NCCS1	-9%	46	16%	1%	-1%	-10%	-4%	i	7%
O=C(CCC(=O)OCC(=O)c1ccc(-c2ccccc2)cc1)Nc1cccc2cccnc12	3%	61	16%	6%	3%	-1%	-3%	i	-1%
CC(C)CC(=O)NN(C)c1nc(-c2ccccc2)nnc1C(F)(F)F	-1%	17	3%	-1%	9%	-3%	-16%	?	16%
O=C(CSc1nnnn1-c1cccc(O)c1)NC1CC1	-2%	26	0%	4%	3%	12%	15%	i	2%
Cc1ccc(C(=O)OCC2OC3OC(C)(C)OC3C2O)cc1 (configuration not stated)	0%	25	0%	8%	12%	-4%	5%	i	-1%
O=C1c2ccccc2C2(c3ccccc3)NCCN12 (configuration not stated)	2%	-9	15%	2%	0%	-7%	-1%	i	-1%
Cc1cc(S(=O)(=O)c2cc3ccc(O)c(C)c3oc2=O)ccc1F	0%	73	-11%	-2%	10µM*	?	-25%	.	?
O=C(COc1ccc([N+](=O)[O-])cc1)NCCc1nc2ccccc2[nH]1	-11%	0	1%	1%	-1%	-10%	3%	i	5%

Copied from the list.
Reading of Cc1cc(S(=O)(=O)c2cc3ccc(O)c(C)c3oc2=O)ccc1F under HT1080-NT tox: -11%
Reading of COc1ccccc1-n1cnnc1SCC(=O)Nc1nc(C)c(Cl)cc1Cl under ATXN2 expr inh: 1%
Reading of O=C(CSc1nnnn1-c1cccc(O)c1)NC1CC1 under HT1080 IDH1KD tx: 4%

Taken from the results shown for reference:
SMILES	HepG2 viability	IL-1B inflam inh	HT1080-NT tox	HT1080 IDH1KD tx	MCF10A rerep	SW480 rerep	ATXN2 expr inh	S2 tox	KB-3-1 tox
NC(=S)NNC(=O)c1cccc(Cl)c1	-2%	.	9%	3%	-4%	-11%	21%	i	-7%
COc1ccccc1-n1cnnc1SCC(=O)Nc1nc(C)c(Cl)cc1Cl	1%	-7	19%	13%	1%	-4%	1%	i	12%
CC(=O)Nc1nonc1NC(=O)CSC1=NCCS1	-9%	46	16%	1%	-1%	-10%	-4%	i	7%

(continued)
SMILES	HepG2 viability	IL-1B inflam inh	HT1080-NT tox	HT1080 IDH1KD tx	MCF10A rerep	SW480 rerep	ATXN2 expr inh	S2 tox	KB-3-1 tox
CCO[C@H]1OC(C(=O)N2CCN(Cc3ccc4c(c3)OCO4)CC2)=C[C@@H](c2cn(C(C)=O)c3ccccc23)[C@@H]1CCCO	2%	?	-4%	-5%	-2%	-1%	0%	?	?
CC(C)C1C(C#N)=C(N)Oc2n[nH]c(-c3ccc4ccccc4c3)c21 (configuration not stated)	-71%	5	?	?	-3%	?	-16%	?	?
CC1CCCCC1NC(=O)c1cncc(Br)c1 (configuration not stated)	11%	?	2%	4%	22%	16%	15%	i	0%
COCC1CCN(C(=O)CC2C(=O)NCCN2Cc2cccc(Oc3ccccc3)c2)CC1 (configuration not stated)	-1%	6	5%	1%	2%	0%	-9%	i	-1%
Cc1ccc(NC(=O)CNC(=O)c2cccs2)c(O)c1	1%	15	5%	4%	1%	-93%[inhibitor]	4%	i	-1%
COc1cccc(C(C(=O)NC2CCCC2)N(C(=O)c2ccco2)c2cccc(C(C)=O)c2)c1OC (configuration not stated)	-7%	-11	10%	0%	-1%	0%	4%	i	-1%
Cc1ccc(NC(=O)NC2=N/C(=C(/C#N)C(=O)N3CCCC3)c3ccccc32)cc1	3%	-6	8%	24%	22%	-7%	0%	i	14%
COc1ccccc1NC(=O)CCc1nc2ccccc2s1	6%	19	3%	13%	2%	2%	3%	i	1%
CCCCOc1ccccc1C(=O)NCC(=O)O	7%	20	0%	22%	25%	-6%	8%	i	17%
O=C(CN1CCCC1)Nc1sc2c(c1C(=O)Nc1ccccc1)CCCC2	0%	i	4%	13%	1%	-5%	5%	i	27%
OC(CNC1CCCCC1)COCCOc1ccc(Br)cc1 (configuration not stated)	-69%	i	?	?	16µM*	?	-17%	i	2%
O=C1CN(S(=O)(=O)c2ccccc2)CCN1S(=O)(=O)c1ccccc1	3%	?	15%	0%	1%	-1%	4%	i	-6%
Cc1cnc(NC(=O)CSc2nnc(-c3ccc(Cl)cc3Cl)n2N)s1	-16%	16	-12%	-1%[9.24 µM]	-3%	-3%	0%	i	10%
COC(=O)c1ccc(CN2CCN(C(C)C)C(CCO)C2)cc1 (configuration not stated)	-4%	-7	-4%	-1%	2%	?	.	i	2%
CN(C)CCN(Cc1ccccc1)S(=O)(=O)c1ccc2[nH]c(=O)ccc2c1	0%	.	.	.	.	.	-19%	i	4%
CCOC(=O)c1c(C)[nH]c(C(=O)OCC(=O)NC2CCS(=O)(=O)C2)c1C (configuration not stated)	8%	-4	-16%	-2%	5%	1%[9.22 µM]	-8%	i	-8%
Cc1cccc(C(=O)OCC(=O)N2CC(C)CC(C)C2)c1C (configuration not stated)	3%	1	14%	24%	6%	3%	16%	i	9%
COc1ccc(CCNC(=O)C/C(C)=N/NC(=O)c2ccc(Cl)cc2Cl)cc1OC	5%	0	1%	0%	-19%	-11%	-15%	i	3%
COc1ccc(Cn2c(N)c(S(=O)(=O)c3cccs3)c3nc4ccccc4nc32)cc1	-3%	1	-12%	-13%	?	?	-5%	i	6%
Cc1cc(C)c(NC(=O)C2c3ccccc3Oc3ccccc32)c(C)c1	5%	21	5%	10%	0%	-1%	-21%	?	-1%
COc1cccc(CN(C)C(=O)c2cccc(S(=O)(=O)Nc3cccc(C)c3)c2)c1OC	-10%	-12	-2%	-18%	6%	1%	-5%	i	-14%
CC[C@@H](C)[C@@H]1CN([C@@H](C)CN2CCC[C@H]2CN2C(N)=NC[C@H]2CC(C)C)C(=N)N1CCCC1CCCC1	-3%	?	0%	-1%	1%	3%	-2%	i	0%
CS(=O)(=O)N(CC(=O)N1CCN(c2ccccc2)CC1)c1ccccc1Cl	8%	0	14%	0%	-10%	0%	0%	i	0%
CC(=O)Nc1cccc(Oc2cnc3ccccc3n2)c1	1%	26	-12%	-12%	3%	-19%	44%[activator]	i	-6%

2 of the compounds above, field by field.
O=C(CCC(=O)OCC(=O)c1ccc(-c2ccccc2)cc1)Nc1cccc2cccnc12
  HepG2 viability: 3%
  IL-1B inflam inh: 61
  HT1080-NT tox: 16%
  HT1080 IDH1KD tx: 6%
  MCF10A rerep: 3%
  SW480 rerep: -1%
  ATXN2 expr inh: -3%
  S2 tox: i
  KB-3-1 tox: -1%

CC(C)CC(=O)NN(C)c1nc(-c2ccccc2)nnc1C(F)(F)F
  HepG2 viability: -1%
  IL-1B inflam inh: 17
  HT1080-NT tox: 3%
  HT1080 IDH1KD tx: -1%
  MCF10A rerep: 9%
  SW480 rerep: -3%
  ATXN2 expr inh: -16%
  S2 tox: ?
  KB-3-1 tox: 16%

Later entries:
SMILES	HepG2 viability	IL-1B inflam inh	HT1080-NT tox	HT1080 IDH1KD tx	MCF10A rerep	SW480 rerep	ATXN2 expr inh	S2 tox	KB-3-1 tox
Cc1ccc(N2C(=O)CC(N(O)C3CC(=O)N(c4ccc(C)cc4)C3=O)C2=O)cc1 (configuration not stated)	8%	0	11%	3%	4%	0%	1%	i	5%
CCOc1ccc(N2C(=O)CC(Sc3nc(CC(C)C)ccc3C#N)C2=O)cc1 (configuration not stated)	1%	-1	8%	0%	?	5.8µM*	-3%	i	1%
COc1ccccc1NC(=O)c1cc2cc(Br)ccc2oc1=N	-9%	-15	-3%	-4%	?	-5%	2%	i	0%
Cc1ccccc1N/N=C/c1c(C)nc2ccccn12	-5%	0	-10%	-13%	16µM*	14%	-24%	i	12%
O=C(/C=C/c1cccc([N+](=O)[O-])c1)NCCSCc1c(Cl)cccc1Cl	-29%	?	18%	7%	0%	0%	-13%	i	11%
CCOC(=O)C1=C(COC(=O)c2ccccc2OC)NC(=O)NC1C (configuration not stated)	-2%	-9	-2%	15%	-14%	-11%	-12%	i	-4%
Cc1ccnc(NC(=O)CCC(=O)N(CC(=O)NC2CCCCC2)CC2CCCO2)c1 (configuration not stated)	-5%	27	11%	7%	5%	-3%	-6%	i	12%
CSc1cccc(NS(=O)(=O)c2ccc(F)cc2)c1	0%	15	-16%	-11%	?	-1%	0%	i	-13%
COc1ccccc1NC1=NC(c2ccc(Cl)cc2)N=C(N)N1 (configuration not stated)	0%	-13	10µM*	5.6µM*	?	21µM*	-11%	?	3.7µM*
Cc1ccc(S(=O)(=O)n2cnc3ccccc32)cc1[N+](=O)[O-]	-9%	?	15%	4%	-4%	3%	.	i	-1%
C=CCN1C(=O)c2ccc(C(=O)N3CCN(S(=O)(=O)c4cccc(F)c4)CC3)cc2C1=O	-11%	-2	-1%	3%	2%	-3%	4%	i	0%
O=C(Nc1ccccc1Cl)O/N=C/c1ccc(F)cc1	2%	18	10%	1%	-5%	-10%	13%	i	6%

Compound activity: PubChem, National Center for Advancing Translational Sciences (NCATS)
